Source: PubChem (several laboratories)
RPL19A-GFP yeast = RPL19A-GFP expression modulators in yeast, primary screen, cell-based, S. cerevisiae, multiplex flow cytometry, MLPCN; percent response vs DMSO, % at 10 µM; S. cerevisiae RPL19A-GFP strain, 3 h; active compounds read low; actives 0.3% (n = 330,000); AID 2025, 2009;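 active = percent response vs DMSO below 50%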;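 also: median channel GFP fluorescence of the barcoded RPL19A-GFP strain; ratio of sample median GFP to plate DMSO average so 100% = DMSO; lower means less RPL19A-GFP as with rapamycin TOR inhibition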
LAP4 TOR yeast = modulators of LAP4-GFP expression in yeast, primary screen, S. cerevisiae, multiplex flow cytometry, MLPCN library | actives 0.34% (n = 320,000) | GFP response vs DMSO, % at 10 µM | 3 h; median GFP as percent of DMSO wells;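 active = GFP response vs DMSO above a set limit, about the screen mean plus 3 SD, cut at about 150% in these data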
GRK2 inh = compounds blocking aptamer binding on GRK2 – biochemical, human GRK2, bead flow cytometry, HTS, primary screen | actives 0.59% (n = 330,000) | FAM-aptamer displacement from GRK2 | Beta-adrenergic receptor kinase 1 (Homo sapiens), P25098 | inhibition of aptamer binding, % at 10 µM | AID 488847, 2010;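 active = inhibition of aptamer binding above 40%, roughly 3 SD of noise, on plates passing a quality check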;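 also: median bead fluorescence of bound FAM aptamer so fluorescent compounds give negative values; no value below 0 was filed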
Target sequence (P25098 whole entry, looked up): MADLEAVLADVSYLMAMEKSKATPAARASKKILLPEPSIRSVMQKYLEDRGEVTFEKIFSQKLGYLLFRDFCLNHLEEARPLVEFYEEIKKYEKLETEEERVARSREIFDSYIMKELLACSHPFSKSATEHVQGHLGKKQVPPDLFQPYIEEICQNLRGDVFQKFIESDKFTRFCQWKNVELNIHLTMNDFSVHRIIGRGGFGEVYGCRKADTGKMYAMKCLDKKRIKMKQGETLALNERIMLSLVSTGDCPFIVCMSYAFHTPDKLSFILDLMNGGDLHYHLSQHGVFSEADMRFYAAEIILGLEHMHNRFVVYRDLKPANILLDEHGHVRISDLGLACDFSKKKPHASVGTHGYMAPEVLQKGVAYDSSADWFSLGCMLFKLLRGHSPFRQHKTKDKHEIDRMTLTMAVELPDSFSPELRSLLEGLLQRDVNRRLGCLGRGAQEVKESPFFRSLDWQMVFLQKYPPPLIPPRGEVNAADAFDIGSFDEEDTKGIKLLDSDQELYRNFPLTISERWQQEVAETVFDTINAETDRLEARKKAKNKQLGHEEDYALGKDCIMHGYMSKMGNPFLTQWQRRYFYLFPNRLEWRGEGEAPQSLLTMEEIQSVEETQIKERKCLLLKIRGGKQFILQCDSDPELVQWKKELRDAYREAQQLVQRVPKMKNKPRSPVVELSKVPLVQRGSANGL
AGP1-GFP MLPCN = modulators of AGP1-GFP expression in yeast TOR pathway, primary screen, cell-based, multiplex flow cytometry, S. cerevisiae, MLPCN library; 3 h; GFP as percent of DMSO wells; actives 0.02% (n = 320,000); GFP response vs DMSO, % at 10 µM;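 active = GFP response relative to DMSO above a set limit, near screen average plus 3 SD, cut at about 150% in these data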;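 also: median GFP channel fluorescence of the gated AGP1 strain per well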
CIT2-GFP yeast = modulators of CIT2-GFP expression in yeast, primary screen, S. cerevisiae, GFP fusion, multiplex flow cytometry, MLPCN library; S. cerevisiae CIT2-GFP strain, 3 h; 100 means same as DMSO wells; GFP response vs DMSO, % at 10 µM; actives 0.065% (n = 320,000);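 active = GFP response relative to DMSO above a set limit, near the screen mean plus 3 SD, cut at about 150% in these data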;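 also: ratio of well median GFP fluorescence to mean of DMSO wells on the plate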
VLA-4 inh = inhibition in human VLA-4 binding assay, primary screen, VLA-4 allosteric modulator project, MLPCN library, flow cytometry, VLA-4 expressing cells; Integrin alpha-4 (Homo sapiens), P13612; ligand binding flow cytometry; inhibition, % (about 7 µM as worked out from the volumes in the protocol); actives 0.2% (n = 330,000); AID 2557, 2010; in the data active = inhibition above about 50%
MEP2-GFP yeast = modulators of MEP2-GFP levels in yeast, primary screen, S. cerevisiae, multiplex flow cytometry, MLPCN library; S. cerevisiae MEP2-GFP strain, 3 h; 100% = DMSO control level; GFP response vs DMSO, % at 10 µM; actives 0.51% (n = 330,000);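 active = GFP response versus DMSO above a set limit, roughly screen mean plus 3 SD, cut at about 180% in these data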;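 also: median GFP fluorescence of the barcode-gated MEP2-GFP cells per well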
GASC-1 inh = inhibitors of GASC-1 histone demethylase, primary screen, biochemical, fluorescence, DELFIA europium; Lysine-specific demethylase 4C (Homo sapiens), Q9H3R0; GST-JMJD2C(1-420) H3K9me3 demethylation; inhibition, % at 2.35 µM; actives 0.069% (n = 330,000); AID 2099, 2009;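 active = more than half of a compound's replicate wells show inhibition beyond 50%, single wells judged on their own value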;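 also: signal counts dimethyl H3K9 product captured on neutravidin plate; 0% = median of DMSO wells and 100% = 0.3 times that DMSO median; strong numbers were not always called active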
Target sequence (Q9H3R0 1-420 limits assumed): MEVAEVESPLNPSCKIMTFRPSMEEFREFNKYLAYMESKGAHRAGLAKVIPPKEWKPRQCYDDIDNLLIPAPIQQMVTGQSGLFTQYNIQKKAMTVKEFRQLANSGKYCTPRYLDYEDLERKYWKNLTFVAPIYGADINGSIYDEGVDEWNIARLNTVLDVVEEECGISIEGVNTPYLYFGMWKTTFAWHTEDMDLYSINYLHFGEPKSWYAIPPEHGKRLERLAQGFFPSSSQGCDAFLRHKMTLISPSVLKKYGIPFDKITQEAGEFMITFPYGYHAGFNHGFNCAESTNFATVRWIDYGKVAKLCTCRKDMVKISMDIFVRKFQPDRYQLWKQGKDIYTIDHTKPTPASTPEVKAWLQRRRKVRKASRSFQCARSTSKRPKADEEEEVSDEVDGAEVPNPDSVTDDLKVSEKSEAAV
* = called active by the depositor; . = not tested or not shown; & = joins results of further samples.

1) Cc1ccc(NC(=O)C[n+]2cc(-c3ccccc3)n3c2CCC3)c(C)c1
2) COc1ccc(CC(=O)NNC(=O)c2ccco2)cc1
3) Cc1ccc(N2C(=O)CCC2(C(N)=O)c2ccccc2)cc1 (centres undefined)
4) CC(=O)Nc1ccc(NC(=O)COC(=O)/C=C/c2ccc3c(c2)OCO3)cc1
5) CC(OC(=O)c1cccc(S(=O)(=O)N2CCN(C)CC2)c1)C(=O)Nc1ccc(C(N)=O)cc1 (centres undefined)
6) O=C1Nc2ccc(Cl)cc2C12OCCCO2
7) COc1ccc2c(c1)oc(=O)c1cc(OC)ccc12
8) Cc1cc(OCC(=O)Nc2cc(C(C)(C)C)on2)ccc1[N+](=O)[O-]
9) O=C(CNC(=O)c1ccccc1)OCc1nnc(-c2ccccc2)o1
10) CC(=O)COc1cc(C)cc2oc(=O)cc(-c3ccccc3)c12
compound no.,1,2,3,4,5,6,7,8,9,10
RPL19A-GFP yeast,97,93,102,100,106,107,94,107,95,102
LAP4 TOR yeast,105,74,103,94,112,100,100,107,102,101
GRK2 inh,.,2,1,0,5,0,0,6,1,1
AGP1-GFP MLPCN,104,90,104,101,110,110,88,107,104,103
CIT2-GFP yeast,95,85,103,102,100,110,81,122,95,104
VLA-4 inh,2,14,34,22,-2,2,-3,1,6,-3
MEP2-GFP yeast,101,96,104,99,103,106,100,106,96,104
GASC-1 inh,1,6,5,2,2,22,22,4,2,3

Results in LAP4 TOR yeast, MEP2-GFP yeast and CIT2-GFP yeast (five entries from above):
item | Structure | LAP4 TOR yeast | MEP2-GFP yeast | CIT2-GFP yeast
3 | Cc1ccc(N2C(=O)CCC2(C(N)=O)c2ccccc2)cc1 (centres undefined) | 103 | 104 | 103
4 | CC(=O)Nc1ccc(NC(=O)COC(=O)/C=C/c2ccc3c(c2)OCO3)cc1 | 94 | 99 | 102
5 | CC(OC(=O)c1cccc(S(=O)(=O)N2CCN(C)CC2)c1)C(=O)Nc1ccc(C(N)=O)cc1 (centres undefined) | 112 | 103 | 100
6 | O=C1Nc2ccc(Cl)cc2C12OCCCO2 | 100 | 106 | 110
7 | COc1ccc2c(c1)oc(=O)c1cc(OC)ccc12 | 100 | 100 | 81

(more compounds)
11) CCCCNC(=S)N(Cc1c(C)noc1C)c1ccccc1
12) COCc1cc(=O)n2[nH]c(-c3cccc(Br)c3)cc2n1
13) O=C(O)c1cc(N2CCOCC2)nc2ccccc12
14) O=C1NC(=O)C(Nc2cccc3ccccc23)S1 (centres undefined)
15) CC(C)CC(=O)N1CCN(Cc2ccc3c(c2)OCO3)CC1
16) CCOc1ccc2[nH]c3c(NCCCOC)ncnc3c2c1
17) COc1ccc(C(=O)OCc2cc(=O)n3ccsc3n2)cc1F
18) CCCCn1c(SCC(=O)NC(=O)Cc2ccccc2)nc2ccccc2c1=O
19) O=C(O)CSc1nc(-c2ccccc2)c(-c2ccccc2)[nH]1
20) CCOc1c(N2CCCCC2)c(=O)c1=O
compound no.,11,12,13,14,15,16,17,18,19,20
RPL19A-GFP yeast,100,105,108,97,99,114,99,97,95,95
LAP4 TOR yeast,105,98,101,107,102,105,96,106,101,94
GRK2 inh,1,1,0,2,1,0,0,0,1,2
AGP1-GFP MLPCN,97,107,109,.,102,110,97,103,98,99
CIT2-GFP yeast,93,103,107,105,106,108,99,92,91,101
VLA-4 inh,15,9,13,3,1,5,-9,2,1,11
MEP2-GFP yeast,99,97,112,106,103,116,107,106,98,92
GASC-1 inh,1,-2,6,1,7,1,4,4,0,22

21) Cc1ccc(-c2csc3nc(CSc4nnc(-c5ccc(Cl)cc5)n4C)[nH]c(=O)c23)cc1
22) COc1cccc(NC(=O)CN(C)C(=O)c2cc(C)oc2C)c1
23) Cc1ccc(S(=O)(=O)NCC(=O)OCN2C(=O)c3ccccc3C2=O)cc1
24) Cc1nc2sccn2c(=O)c1S(=O)(=O)N1CCN(c2cccc(Cl)c2)CC1
25) O=C(NCc1ccco1)c1cc(-c2ccccc2)c(N2CCOCC2)s1
26) COc1ccc(CNC(=O)CN2CCC(n3nnc4cc(F)ccc43)CC2)cc1
27) CCCn1c(NCc2cc(OC)ccc2OC)nc2ccccc21
28) CCOc1[nH]c(/N=C/c2ccco2)c(C#N)c1C#N
29) CCOC(=O)c1sc2nc(C)nc(SCC(=O)NC(C)CCc3ccccc3)c2c1C (centres undefined)
30) CN1CCN(C(=O)c2ccccc2NC(=O)Cc2ccccc2)CC1
compound no.,21,22,23,24,25,26,27,28,29,30
RPL19A-GFP yeast,102,99,103,103,95,91,99,100,105,99
LAP4 TOR yeast,95,100,97,115,.,89,110,98,102,96
GRK2 inh,2,2,4,3,3,0,2,3,0,1
AGP1-GFP MLPCN,97,107,106,100,93,92,97,103,98,99
CIT2-GFP yeast,99,98,104,100,90,96,102,98,101,95
VLA-4 inh,6,12,15,-4,8,-5,13,-16,7,9
MEP2-GFP yeast,101,102,101,103,99,89,108,102,104,99
GASC-1 inh,-29,.,-5,-4,21,14,-2,-6,3,-2

Sorted by the number under CIT2-GFP yeast (rising): some entries from above
No. | SMILES | RPL19A-GFP yeast | LAP4 TOR yeast | GRK2 inh | AGP1-GFP MLPCN | CIT2-GFP yeast | VLA-4 inh | MEP2-GFP yeast | GASC-1 inh
30 | CN1CCN(C(=O)c2ccccc2NC(=O)Cc2ccccc2)CC1 | 99 | 96 | 1 | 99 | 95 | 9 | 99 | -2
22 | COc1cccc(NC(=O)CN(C)C(=O)c2cc(C)oc2C)c1 | 99 | 100 | 2 | 107 | 98 | 12 | 102 | .
24 | Cc1nc2sccn2c(=O)c1S(=O)(=O)N1CCN(c2cccc(Cl)c2)CC1 | 103 | 115 | 3 | 100 | 100 | -4 | 103 | -4

Next section
31) CC1CCN(CC(=O)NC2CCCCC2)CC1
32) CC1CCC/C(=C(\C#N)c2nc(-c3cc4ccccc4oc3=O)cs2)C1 (centres undefined)
33) CCCN(C(=O)CCc1ccc(OC)cc1)c1c(N)n(Cc2ccccc2)c(=O)[nH]c1=O
34) O=C(NCc1ccc(Cl)cc1)C1CCCN(S(=O)(=O)c2cnc[nH]2)C1 (centres undefined)
35) O=C(CSc1ncnc2c1cnn2-c1ccccc1Cl)N1CCN(C(=O)c2ccco2)CC1
36) CCOC(=O)N1CCc2c(sc3c2c(=O)n(Cc2ccccc2)c(=O)n3CC(=O)NCC2CCCO2)C1 (centres undefined)
37) c1ccc(N2CCN(c3nc4ccccc4n4nnnc34)CC2)cc1
38) CN1CCN(c2ccc([N+](=O)[O-])cc2S(=O)(=O)N2CCOCC2)CC1
39) COc1ccccc1NC(CC(=O)c1ccccc1)C(=O)OCC(=O)c1ccc(Br)cc1 (centres undefined)
40) Cc1ccc(Nc2nc(-c3c(C)nc4ncccn34)cs2)cc1
compound no.,31,32,33,34,35,36,37,38,39,40
RPL19A-GFP yeast,109,107,92,101,97,103,103,100,100,99
LAP4 TOR yeast,93,96,91,98,93,97,114,102,84,106
GRK2 inh,0,0,0,1,5,3,22,0,3,1
AGP1-GFP MLPCN,105,107,96,105,93,104,103,102,97,104
CIT2-GFP yeast,112,104,86,102,86,103,108,101,106,107
VLA-4 inh,5,-3,-5,17,0,9,4,-3,6,15
MEP2-GFP yeast,102,103,88,103,95,105,112,116,109,103
GASC-1 inh,4,-6,2,7,8&2,7,5,10,8,7

41) Cc1nc2ncccn2c1-c1csc(NCc2ccco2)n1
42) CCC(=O)N1CCc2cc(S(=O)(=O)N3CCN(C(=O)c4ccco4)CC3)ccc21
43) COc1cccc(/C=C/C(=C2/C(=O)N(c3ccccc3)N=C2C)c2ccc(Br)cc2)c1OC
44) Cc1cc(C)nc(NNS(=O)(=O)c2c(F)cc(F)cc2Br)n1
45) COCCn1c(=O)[nH]c2cc(C(=O)NCCN3CCN(c4ccccc4F)CC3)ccc2c1=O
46) CCOC(=O)[C@@H]1[C@H]2COc3ccc(Br)cc3[C@@H]2N2C(=O)N(c3cccc(Cl)c3)C(=O)[C@]12C
47) Cc1ccc(C(=O)NNC(=O)c2ccncc2)cc1[N+](=O)[O-]
48) CCOC(=O)c1nn(-c2cccc(C)c2)c2nnc(Cc3ccc(C)cc3)c(=O)n12
49) CCc1nc(SCC(=O)Nc2nnc(CC(C)C)s2)n[nH]1
50) Cc1[nH]c(=O)[nH]c(=O)c1NS(=O)(=O)c1ccc2c(c1)CCCC2
compound no.,41,42,43,44,45,46,47,48,49,50
RPL19A-GFP yeast,92,96,97,91,107,92,98,104,96,92
LAP4 TOR yeast,93,99,87,94,97,91,99,99,101,94
GRK2 inh,2,0,4,0,1,0,0,1,4,4
AGP1-GFP MLPCN,89,.,92,94,115,92,98,101,95,88
CIT2-GFP yeast,93,95,92,92,110,88,100,96,91,90
VLA-4 inh,2,11,21,2,2,6,-18,25,2,6
MEP2-GFP yeast,92,98,92,91,103,113,99,91,100,97
GASC-1 inh,-47,-11,11,-12,6,3,5,-10,-11,65

51) Cc1ccc(C(=O)NC(=S)Nc2cccc3c(C)cc(C)nc23)cc1
52) COc1ccc(NC(=O)CN2CCN(CC(=O)Nc3ccc(F)cc3)CC2)cc1Cl
53) Cn1cc(CN2CCCC(CO)(Cc3cccc(Cl)c3)C2)cn1 (centres undefined)
54) Cc1ccc(S(=O)(=O)N2CCCC(C(=O)NCC3COCCO3)C2)cc1 (centres undefined)
55) CC(=O)C(Cc1cnc(Cl)s1)(Cc1cnc(Cl)s1)C(C)=O
56) CCC(C(=O)OCC(=O)Nc1c(C)nn(-c2ccccc2)c1C)c1ccccc1 (centres undefined)
57) CCOC(=O)C1CCCN(S(=O)(=O)c2ccccc2)C1 (centres undefined)
58) COC(=O)c1sc(S(=O)(=O)N2CCC(C(N)=O)CC2)c(C(=O)OC)c1C
59) Cc1ccc(C(NC(=O)c2ccccc2S(C)(=O)=O)c2ccccc2)cc1 (centres undefined)
60) CCOC(=O)c1[nH]c(C)c(C(=O)N(C)Cc2ccccc2)c1C
compound no.,51,52,53,54,55,56,57,58,59,60
RPL19A-GFP yeast,96,101,107,100,98,95,103,98,108,98
LAP4 TOR yeast,90,95,95,100,105,96,105,89,106,91
GRK2 inh,0,0,0,0,1,1,1,4,6,5
AGP1-GFP MLPCN,94,104,102,105,95,92,107,94,109,93
CIT2-GFP yeast,94,107,105,98,107,84,108,100,110,106
VLA-4 inh,-4,1,-1,-1,8,4,-7,-2,17,10
MEP2-GFP yeast,97,108,103,103,94,96,103,96,113,105
GASC-1 inh,10,-9,1,-2,12,-15,-1,8,-2,19

61) COc1cccc(/C=N/n2c(C)nc3ccccc3c2=O)c1O
62) COC(=O)C1(C)NC(c2ccc(F)cc2)C2C(=O)N(c3ccc(C)cc3)C(=O)C21 (centres undefined)
63) CCOc1cccc(-c2c(C(=O)N/N=C/c3ccncc3)nnn2-c2nonc2N)c1
64) CN1C2C=C3C(C#N)=C(N)C(C#N)(C#N)[C@@H](c4cccc(F)c4)[C@@H]3C1CC2 (some centres undefined)
compound no.,61,62,63,64
RPL19A-GFP yeast,92,105,111,100
LAP4 TOR yeast,91,98,103,92
GRK2 inh,1,4,5,2
AGP1-GFP MLPCN,92,108,109,102
CIT2-GFP yeast,93,111,97,101
VLA-4 inh,15,11,2,-3
MEP2-GFP yeast,96,116,105,97
GASC-1 inh,-12,-2,6,-5
